Screening data deposited in PubChem by several laboratories.
Wnt bcat act: activates Wnt/beta-catenin signaling in a reporter cell assay; activator, plate reader; activation, % at 9.35 µM; actives 1.2% (n = 300,000); AID 743398; in the data active means activation above about 30%, passing the limit was not always enough;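 further: 0% = neutral control wells and 100% = positive control wells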
SR-BI DiI inh: inhibitors of mouse SR-BI mediated HDL lipid uptake; Q61009; ldlA[mSR-BI] CHO cells, DiI-HDL uptake fluorescence, 3 h; inhibition, % at 12.5 µM; actives 0.96% (n = 320,000);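 active means mean replicate inhibition of at least 70% and a set share of replicates each scoring 70 or more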;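 further: 0% = median of neutral control wells and 100% = median of positive control wells; values of inactives mirror those of a sister screen read the other way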
Target sequence (Q61009 whole entry, looked up): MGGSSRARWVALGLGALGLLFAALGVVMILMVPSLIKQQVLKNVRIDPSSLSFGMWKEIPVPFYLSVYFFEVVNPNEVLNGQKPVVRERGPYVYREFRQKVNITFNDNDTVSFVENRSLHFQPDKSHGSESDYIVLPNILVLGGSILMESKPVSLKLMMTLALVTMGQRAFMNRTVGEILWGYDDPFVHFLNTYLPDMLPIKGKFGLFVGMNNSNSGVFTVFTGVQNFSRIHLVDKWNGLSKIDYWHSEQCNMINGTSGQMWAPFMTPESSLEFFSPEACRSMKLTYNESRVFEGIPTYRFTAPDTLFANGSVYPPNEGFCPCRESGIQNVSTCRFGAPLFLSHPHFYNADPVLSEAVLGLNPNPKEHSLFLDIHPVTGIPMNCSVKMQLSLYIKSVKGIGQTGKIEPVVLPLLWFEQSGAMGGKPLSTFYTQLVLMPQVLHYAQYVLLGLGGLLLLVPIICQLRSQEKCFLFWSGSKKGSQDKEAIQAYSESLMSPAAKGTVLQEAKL
CDK5 p35 inh: CDK5/p35 (human) kinase inhibition; Recombinant CDK5/p35, ADP-Glo luminescence, 60 min; inhibition, % at 10 µM; actives 0.01% (n = 330,000); AID 488839;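 active means highest replicate inhibition of at least 50% and at least 75% of replicates reaching 50%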;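 further: plate controls were DMSO neutral control for no effect and GW8510 at 10 µM for full effect; many of its hits are not listed in these tables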
MITF act: MITF TRPM1 promoter activation in melanoma cells; SK-MEL-5 TRPM1-promoter luciferase, 24 h; % of positive control, neutral wells = 0; activation, % at 12.5 µM; actives 0.75% (n = 300,000); AID 588334;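 active means mean activation of at least 80% with every replicate also reaching 80%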;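 further: 0% = neutral control wells and 100% = parthenolide positive control wells; values of inactives mirror those of a sister screen read the other way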
HTR5A ag ctr: counter-screen for OPRM1-OPRD1 agonists: human HTR5A agonism | actives 0.61% (n = 340,000) | P47898 | activation, % at 9.3 µM | HTR5A agonist assay, luminescence, cell-based; in the data active means activation mostly above about 9.5%, no sharp cut-off; inactive means mostly below about 7.6%;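 further: 0% = cells with vehicle only and 100% = reference agonist; strong numbers were not always called active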
dFosB act: activators of mouse delta FosB homodimer | activation, % at 25 µM | actives 0.99% (n = 340,000) | P13346 | purified delta FosB, TAMRA-CDK5 oligo fluorescence polarization; percent of positive-control signal above neutral wells | AID 493131;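 active means mean activation above about 17%, with every replicate also reaching it, limit read from the data, passing the limit was not always enough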;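 further: fluorescence polarization rise as delta FosB binds a TAMRA Cdk5 AP-1 oligo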
Target sequence (P13346 whole entry, looked up): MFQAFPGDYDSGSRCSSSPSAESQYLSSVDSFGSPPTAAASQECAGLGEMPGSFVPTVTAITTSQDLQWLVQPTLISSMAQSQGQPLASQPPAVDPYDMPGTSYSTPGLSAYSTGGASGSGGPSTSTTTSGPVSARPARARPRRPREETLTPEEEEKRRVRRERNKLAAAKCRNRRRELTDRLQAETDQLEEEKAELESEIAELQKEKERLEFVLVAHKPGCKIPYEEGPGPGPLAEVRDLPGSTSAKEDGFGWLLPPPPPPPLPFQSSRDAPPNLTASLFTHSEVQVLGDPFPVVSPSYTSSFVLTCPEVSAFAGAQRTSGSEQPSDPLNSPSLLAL
V-ATPase pHluor: yeast V-ATPase proton transport regulation by pHLuorin; actives 0.37% (n = 350,000); AID 504577; S. cerevisiae, pHLuorin cytosolic pH fluorescence; response, % at 10 µM; in the data active means response mostly above about 7.3%, no sharp cut-off; inactive means mostly below about 5.4%; further: actives read high; inactives centre near 0; some compounds called inactive have numbers as strong as hits; reference of the scale not given here
HTR5A inv ctr: counter-screen for OPRM1-OPRD1 inverse agonists: human HTR5A inverse agonism. P47898. HTR5A cell line, luminescence. inhibition, % at 9.3 µM. actives 0.083% (n = 340,000). AID 504634; in the data active means inhibition mostly above about 23%, no sharp cut-off; inactive means mostly below about 18%;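 further: 0% = cells with DMSO and 100% = no-cell wells with DMSO; some compounds called inactive have numbers as strong as hits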
PvdQ inh: P. aeruginosa PvdQ acylase inhibition; AID 488965; inhibition, % at 10 µM; actives 0.063% (n = 340,000); purified PvdQ acylase, fluorescence plate reader; in the data active means inhibition above about 30%, passing the limit was not always enough;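 further: 0% = vehicle neutral wells and 100% = reference inhibitor wells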
NSD2 HMT inh: blocks human histone methyltransferase NSD2; O96028; NSD2 peptide methylation, AlphaScreen, 120 min; inhibition, % at 12.5 µM; actives 0.54% (n = 310,000); AID 743445; in the data active means inhibition above about 50%
Starred values were filed as active, the others as inactive; / = not tested or not shown.

molecule	Wnt bcat act	V-ATPase pHluor	HTR5A inv ctr	MITF act	SR-BI DiI inh	dFosB act	PvdQ inh	HTR5A ag ctr	NSD2 HMT inh	CDK5 p35 inh
COC(=O)c1cccc(C23CC4(C2)[C@H](CN(C)[C@@H]4c2ccccc2)C3c2ccc(C(F)(F)F)cc2)c1 (stereo not given in full)	-6	4	-22	7	-11	9	-10	8	/	0.5
COc1ccc(OCc2nnc3n2N=C(c2ccccc2)C(CC(=O)O)S3)cc1 (stereo not given)	0	4	-15	-13	-16	-6	2	6	12	-1.7
FC(F)(F)c1cnc(Oc2ccccc2-c2nnco2)c(Cl)c1	/	-2	-15	-2	-8	8	-9	-4	-2	-1.7
O=C1CN(S(=O)(=O)c2cc(Cl)ccc2Cl)c2ccccc2N1	1	6	-8	/	/	-7	-17	3	/	-0.5
CC(C)(C)NC(=O)C[C@H]1C[C@H](C(=O)N2CCOCC2)[C@@]2(C)c3[nH]c4ccc(Cl)cc4c3CCN2C1=O	-2	-4	-5	6	6	-7	-13	2	/	0.7
OC(C#CCCN1CCCCC1)(c1ccccc1)c1ccccc1	0	-1	/	/	-14	-13	-11	/	-2	1.2
CCc1ccc2oc(C(=O)NCC(c3ccc(OC)cc3)N3CCCCC3)c(C)c2c1 (stereo not given)	-9	-1	23	-26	35	21*	-8	-6	-1	-2.4
Cc1coc2cc3oc(=O)ccc3cc12	1	4	9	30	-25	-5	-11	-2	-1	1.0
Cc1ccc(S(=O)(=O)Nc2ccc(O)c(S(=O)(=O)c3ccc(C)cc3)c2)cc1	-1	1	-1	12	-5	-8	-1	0	-2	0.3
COC(=O)C1=C(C)NC(C)=C(C(=O)OC)C1c1ccc(C)o1	2	-2	/	/	-27	-4	-15	/	5	1.0
CCCc1ccc(C(=O)NC(=O)c2ccccc2O)cc1	1	0	18	/	-9	-2	-7	-3	/	-6.8
O=C(COC(=O)c1ccc2c(c1)OCO2)NCc1ccc2c(c1)OCO2	/	5	-40	/	1	3	-1	15	0	4.8
COc1ccc(C(=O)N[C@H](C(=O)NCc2ccccc2)C(C)C)cc1	-2	1	5	-3	-29	-5	-12	-2	25	-0.2
Cc1nn(C)c(Cl)c1/C=C/C(=O)O	-2	1	/	-5	-19	1	-6	/	/	-1.1
CCN1CCN(C2=C(Cl)C(=O)N(Cc3ccccc3)C2=O)CC1	/	3	-10	-14	13	-1	-20	3	4	0.1
O=C(CNc1ccccc1Cl)c1ccc(Br)cc1	1	3	-11	9	23	-2	-10	4	-5	-0.1
CCOC(=O)Cc1cc(=O)n2[nH]c(-c3ccc(C)cc3)cc2n1	-16	-6	-2	-6	5	-8	1	-5	21	-2.0
C=C[C@@]1(C)CC(=O)[C@]2(O)[C@@]3(C)[C@@H](O)CCC(C)(C)[C@@H]3[C@H](OC(C)=O)[C@H](O)[C@@]2(C)O1	-1	0	-41	/	25	-8	-18	4	/	0.6
O=C(CC(c1ccccc1)c1cc(Cl)ccc1O)NCCCN1CCOCC1 (stereo not given)	0	1	12	-2	8	-13	-18	-3	1	-10
COc1ccc(CN2CNc3c(c(=O)n(C)c(=O)n3C)C2)cc1	-2	7	-10	14	-5	-3	-9	2	-1	0.5

Further results:
molecule	Wnt bcat act	V-ATPase pHluor	HTR5A inv ctr	MITF act	SR-BI DiI inh	dFosB act	PvdQ inh	HTR5A ag ctr	NSD2 HMT inh	CDK5 p35 inh
CCOC(=O)N1CCN(C(=O)c2cc3c(=O)[nH]c4ccccc4c3s2)CC1	/	-1	-25	-3	-46	-21	-2	-2	2	-1.4
CCn1c([N+](=O)[O-])nc2c1c(=O)[nH]c(=O)n2C	-3	-2	5	-25	8	-4	-7	-2	/	1.3
COc1ccc(-c2c3c(=O)n(C)c(=O)n(C)c3cn2-c2ccccc2O)cc1	0	-1	-17	7	8	0	-4	6	4	0.5
CC(C)C(NC(=O)c1ccc(F)cc1)C(=O)OCC(=O)N1CC(=O)Nc2ccccc21 (stereo not given)	/	8	4	11	-4	-6	-12	0	2	-0.2
Nc1cccnc1Oc1ccccc1F	-2	0	-8	-6	-414	-9	-14	3	-3	0.6
CCOCCCN1C(=O)CN(C2CCCCC2)C(=O)C1c1ccc(OC)c(OC)c1 (stereo not given)	-2	-3	-15	-2	-12	-13	-7	3	-5	-1.8
CCC1(CC)Cc2ccccc2C(N)=C1C#N	/	-1	-21	4	13	3	-9	8	2	-0.4
CCOC(=O)c1c(C)[nH]c(O)c1C=Nc1ccccc1	2	4	13	/	14	-14	-11	6	-1	6.2
C[C@H](c1ccccc1)n1nnc(COCc2ccccc2)c1C#CCOCc1ccccc1	-2	9.9*	12	-1	-12	-7	-5	-4	/	1.3
CC(C)C(OC(=O)c1nsc(Cl)c1Cl)C(=O)NCC1CCCO1 (stereo not given)	-1	1	-20	-14	-29	-6	-15	8	-2	1.2
CCN(CC)C(=O)CC(c1ccc2c(c1)OCO2)c1c(OC)cc(OC)c2c(-c3ccccc3)cc(=O)oc12 (stereo not given)	0	2	-2	0	-14	-13	-17	-1	/	-0.3
CC(NCC(=O)Nc1cc(Cl)cc(Cl)c1)c1ccccc1 (stereo not given)	13	1	5	-2	5	-11	-17	-1	-3	1.5
COc1ccc(N2CCN(C(=O)CN(Cc3ccccc3)S(C)(=O)=O)CC2)cc1	-1	3	5	5	11	-1	-15	6	3	2.5
C#CCOCCOCCOCCNc1nc(N2CCN(C(=O)[C@H](CCC(=O)O)n3cc([C@@H](N)[C@H](C)CC)nn3)CC2)nc(N2CCN(C(=O)[C@H](CCC(=O)O)n3cc([C@@H](N)CC(N)=O)nn3)CC2)n1	-16	-1	12	-3	-13	0	-10	-3	/	-0.5
CCCC(=O)Nc1cccc(S(=O)(=O)N(C)c2ccccc2)c1	/	-1	-10	2	-31	-2	-7	4	3	-0.3
O=S(=O)(c1ccc(Oc2ccc3oc4ccccc4c3c2)nc1)N1CCCC1	/	4	-7	/	-14	-6	-7	4	-3	-2.0
Cc1cc(C)cc(CN2CCC(Oc3ccc(C(=O)N4CCCC4)cc3)CC2)c1	-4	3	-10	-3	47	-11	-24	-1	12	-6.3
CCCc1c(C(=O)N/N=C/c2cccc(OCc3ccc(F)cc3)c2)nnn1-c1nonc1N	0	-2	-14	-3	-2	-2	-9	4	3	0.0
Cc1cc(SCC#N)n2nc(C)c(-c3ccccc3)c2n1	2	2	14	-1	23	-8	-11	0	-8	-1.1
Cc1ccc2nsnc2c1S(=O)(=O)N1CCN(Cc2ccc3c(c2)OCO3)CC1	/	5	2	-4	-15	-10	8	-1	29	5.6

Exported with values under each structure: part of the list above
Order of values: Wnt bcat act | V-ATPase pHluor | HTR5A inv ctr | MITF act | SR-BI DiI inh | dFosB act | PvdQ inh | HTR5A ag ctr | NSD2 HMT inh | CDK5 p35 inh
CCC1(CC)Cc2ccccc2C(N)=C1C#N
→ / | -1 | -21 | 4 | 13 | 3 | -9 | 8 | 2 | -0.4
CCOC(=O)c1c(C)[nH]c(O)c1C=Nc1ccccc1
→ 2 | 4 | 13 | / | 14 | -14 | -11 | 6 | -1 | 6.2

Next structures follow:
molecule	Wnt bcat act	V-ATPase pHluor	HTR5A inv ctr	MITF act	SR-BI DiI inh	dFosB act	PvdQ inh	HTR5A ag ctr	NSD2 HMT inh	CDK5 p35 inh
CCSc1nc2c(c(-c3ccc(C)o3)c1C#N)CCCC2	-1	-1	5	-18	/	-2	-10	3	-1	0.0
CCCCSc1nnc(CCNC(=O)OC(C)(C)C)o1	1	-2	-10	/	6	-3	-13	-4	-9	-6.9
CCOC(=O)N1CCN(c2nc(C)c3c(n2)CC(C)CC3=O)CC1 (stereo not given)	-9	0	11	21	-10	2	-5	2	0	0.6
CC(=O)c1cccc(NC(=O)CN2C(=O)c3ccccc3C2=O)c1	0	3	-7	/	-27	-2	-8	2	-1	1.4
Cc1ccc(/C=C(\NC(=O)c2ccccc2)C(=O)N2CCCCC2)cc1	1	0	15	-8	-32	-4	-6	-4	-1	1.6
COc1ccc(C(=O)NCC(C)(C)CNC(=O)c2ccc(OC)cc2)cc1	3	-2	-2	/	/	-14	-4	1	-1	0.5
CCn1c(SCC(=O)c2ccc3c(c2)OCCO3)nnc1-c1ccco1	/	-1	-27	/	1	-16	-2	-1	-1	0.8
O=C(Nc1ccccc1C(F)(F)F)N1CCN(c2ccc3nncn3n2)CC1	-1	-3	-4	-3	6	-3	-9	2	-2	0.5
CC(=O)Nc1ccc(NS(=O)(=O)c2cc(C)sc2C)cc1	-3	-1	1	/	-18	0	-8	0	-2	-1.0
COc1cccc(C2CC(C(F)(F)F)n3ncc(C(=O)NC(C)(C)C)c3N2)c1 (stereo not given)	27	5	-19	-6	-2	-8	-11	-6	-1	-0.2
Cc1[nH]c2ccccc2c1C(=O)CSc1ccccn1	3	0	-1	17	23	-10	1	2	0	0.0
Cc1cccc(NC(=O)CSc2nnc(CSc3nc(C)cc(C)n3)n2Cc2ccco2)c1	-3	-4	-9	/	49	-15	-4	3	-15	1.8
CCC1CCCCN1C(=O)c1noc(C(C)C)c1[N+](=O)[O-] (stereo not given)	-1	2	-3	-1	-23	-4	-7	1	-2	-3.6
COc1cccc(/C=N/Nc2nc(-c3cccnc3)nc3ccccc23)c1	7	-2	11	/	/	-46	-14	3	1	-1.1
CCOC(=O)c1ccccc1-n1nnnc1C	1	7	-17	/	-8	1	15	1	0	3.1
Cc1c(Br)c([N+](=O)[O-])nn1CC(=O)Nc1ccc2nc3n(c(=O)c2c1)CCCC3	0	2	5	22	38	-4	-4	0	7	0.4
COc1ccc2nc(NC(=O)c3ccc([N+](=O)[O-])o3)sc2c1	7	-3	-18	/	19	4	14	5	6	-1.9
CSCCC(/C(O)=C(\C#N)c1nc2ccccc2[nH]1)N1C(=O)c2ccccc2C1=O (stereo not given)	-3	0	-2	-9	4	3	-16	1	2	0.9
O=C(Nc1nnc(-c2ccc3c(c2)OCCO3)o1)C1CCCCC1	33*	-4	-6	58	-7	-3	-15	2	-2	-0.3
O=C(CCN1C(=O)c2ccccc2S1(=O)=O)N1CCN(c2cccc(Cl)c2)CC1	0	4	8	-7	11	-10	2	6	-2	-0.8
